Screening data deposited in PubChem by several laboratories.
Dynein transport: blocks dynein driven cargo transport along microtubules; 220,000 compounds, 0.47% hits; z-score, hits read low; 3617.4 mouse cells, GR-EGFP nuclear translocation imaging; test concentration mostly 20 µM; stimulated with dexamethasone, 1 µM; stronger effect = lower value;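 active means plate z-score of nuclear minus cytoplasmic receptor signal below a set negative limit, without overly bright fluorescence or cell loss, cut at about -3.5 in these data, passing the limit was not always enough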;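 further: z-score of nuclear minus cytoplasmic ring GR-EGFP intensity difference per well; some compounds called inactive have numbers as strong as hits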
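Buffer or medium – tet-free medium with charcoal-stripped serum · Signal – automated 10x imaging of fixed Hoechst-stained cells · Also added – dexamethasone agonist, 1.0 µM final, for 30 min · Incubation – induction 48 h, compound 1 h, agonist 30 min · Read-out – GR-EGFP nuclear translocation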
MT stabilizer: microtubule stabilizers in HeLa cells. % tubulin-high responders, % at 10 µM. HeLa tubulin immunostaining HCS, 24 h; share of cells brighter than vehicle mean+2SD. 200,000 compounds, 0.83% hits. AID 2205;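 active means plate Z-score above 3 for both tubulin-high and condensed-nucleus cell shares, with cell loss under 80%, at 10 µM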;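 further: anti alpha tubulin signal scored within the nucleus-defined area of each cell; some results filed as inactive read as strong as hits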
ER stress rescue: rescue of cells from ER stress-induced death, primary screen, 384-well, CSM14.1, thapsigargin, ATP luminescence (AID 1222); CSM14.1 thapsigargin-induced death rescue, ATP luminescence; higher % means a stronger effect; cellular ATP content (survival), % at 20 µM, or EC50 in µM where a hit was titrated; 190,000 tested, under 10 active;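 active means EC50 below 50 µM in the dose-response confirmation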;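 further: death triggered by thapsigargin at about 15 µM added after 2 h compound pretreatment; cell ATP read after overnight thapsigargin exposure of roughly 18 to 22 hours; normalized against plate controls of thapsigargin alone and 5% DMSO vehicle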
bCat nuc transl: modulators of beta-catenin nuclear translocation; HeLa beta-catenin nuclear translocation, immunofluorescence imaging; nuclear translocation activity, % at 5 µM; 190,000 compounds, 0.3% hits; AID 1665;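 active means nuclear translocation activity above 50% at 5 µM, with a well cell count of 50 or more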;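 further: per-cell ratio of nuclear to cytoplasmic median beta-catenin stain intensity; plate controls were DMSO negative control for no effect and GSK-3 inhibitor IX positive control for full effect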
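System: Human HeLa cells, endogenous beta-catenin | Compound dosing: 5 µM primary, 0.02–20 µM confirmation | Timing: 24 h compound exposure at 37°C, 5% CO2 | Measured by: Fluorescence imaging of beta-catenin antibody stain plus DAPI | Read-out basis: % activation of per-cell nuclear versus cytoplasmic median beta-catenin signal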
T cell HTS: T cell immune modulators affecting CD8 T cell-vesicle binding. 2C CD8+ T cell-vesicle binding, flow cytometry; stronger effect = lower value. calls only at 7 µM. 330,000 compounds, 0.068% hits. AID 2052;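 active means response, share of CD8 T cells binding vesicles, and their 90th percentile fluorescence all below set limits, cut at about 80% in these data, passing the limit was not always enough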
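Assay system: 2C TCR transgenic mouse naive CD8+ T cells, MACS-purified | Read-out: CD8+ gate FL2 mean fluorescence as % of same-row positive control | Signal: High-throughput flow cytometry with anti-B7-1 and anti-CD8 staining | Timing: Binding step 1.5 h, 37 °C, antibody labelling 20 min, ice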
Autophagy mod: autophagy modulation, high-content screen; MEF GFP-LC3 puncta imaging; test concentration mostly 10 µM; calls only at 10 µM (by protocol); 190,000 compounds, 0.98% hits; AID 463193;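 active means percentage of spot-positive cells more than 3 SD above its plate mean, without a fluorescence outlier flag or 80% toxicity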;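 further: spot-positive cell cutoff set from DMSO-treated cells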
Insulin prom up: MIN6 insulin promoter up-regulation; MIN6 insulin promoter-GFP reporter, high-content imaging; stronger effect = higher value; z-score at 5 µM; 190,000 compounds, 0.3% hits;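 active means z-score above 3 at 5 µM with at least 500 cells counted in the well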
Hep lipid drop: hepatic lipid droplet formation modulation; inhibition, % at 6.5 µM; AML12 mouse hepatocytes, oleate lipid droplets, BODIPY imaging; 240,000 compounds, 0.4% hits;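 active means lipid droplet intensity inhibited by at least 50%, with more than 500 cells counted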
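System: AML12 hepatocytes (mouse). Probe or stimulus: oleic acid at 100 µM to induce lipid droplet formation. Times: overnight treatment with compound plus oleate. Detection: Image-based BODIPY and DAPI two-channel analysis. Evaluation: percent inhibition of filter-corrected integrated lipid droplet intensity per well.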
Salmonella PhoP GFP: PhoP-dependent GFP reporter repression – Salmonella Typhimurium, primary screen (AID 1863); S. Typhimurium PhoP-regulated promoter GFP reporter, 4 h; higher % means a stronger effect; 300,000 compounds, 0.16% hits; inhibition, % at 50 µM, or IC50 in µM where a hit was titrated;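 active means inhibition over 29.93%, a cutoff 3 SD above the screen mean, later confirmed by dose response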;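 further: 0% = low Mg2+ inducing control and 100% = high Mg2+ repressing control; strong numbers were not always called active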
Dynein transport cytoplasmic EGFP: also measured in Dynein transport; calls as there; z-score; measured here: cytoplasmic GR-EGFP intensity; stronger effect = higher value
Dynein transport nuclear GR-EGFP: recorded beside Dynein transport, whose call it bears; z-score; measured here: nuclear GR-EGFP intensity;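 lower value marks the stronger effect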
Dynein transport cell count: second read-out of Dynein transport, no call of its own (marks repeat the call); z-score; measured here: cell count per field
Insulin prom up cell count: recorded beside Insulin prom up, whose call it bears; cell count; measured here: cytotoxicity, nuclei count;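 total cells summed across four imaged fields per well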
Hep lipid drop cells 6.5 µM: also measured in Hep lipid drop; calls as there; cell count; measured here: cell count, cytotoxicity flag;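 cells counted across two imaged fields per well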
bCat nuc transl cell count 5 µM: recorded beside bCat nuc transl, whose call it bears; cell count; measured here: cell count, cytotoxicity flag
T cell HTS vesicle-bound %: second read-out of T cell HTS, no call of its own (marks repeat the call); double positive events, %; measured here: CD8+ vesicle-bound cell fraction;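 binding gate set so that unloaded-vesicle control wells show 10% double positive cells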
MT stabilizer Hoechst-high %: further read-out of MT stabilizer, marked with its call; % Hoechst-high responders; measured here: nuclear condensation Hoechst responders;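 share of cells brighter than vehicle mean plus two SD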
MT stabilizer cytotoxicity %: further read-out of MT stabilizer, marked with its call; toxicity, %; measured here: cytotoxicity by cell density;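 0% = mean cell density of plate MIN control wells and 100% = no cells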
Autophagy mod cell loss 18 h: also measured in Autophagy mod; calls as there; toxicity, %; measured here: cell loss, nuclei count;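 cell loss after 18 h compound exposure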
Numbers without * were called inactive. Outcome played no part in choosing rows (roughly 3% active in at least one column).

O=C(CCn1c(=O)c2sccc2n(CC(=O)NCc2ccco2)c1=O)NCc1ccccc1 was read as Dynein transport -0.612, MT stabilizer 1.8, ER stress rescue -1.7%, bCat nuc transl -0.9, T cell HTS inactive, Autophagy mod inactive, Insulin prom up 0.6, Hep lipid drop 1.5, Salmonella PhoP GFP 1.3%, Dynein transport cytoplasmic EGFP 0.458, Dynein transport nuclear GR-EGFP -0.259, Dynein transport cell count 0.884, Insulin prom up cell count 1612, Hep lipid drop cells 6.5 µM 710, bCat nuc transl cell count 5 µM 976, T cell HTS vesicle-bound % 30.9, MT stabilizer Hoechst-high % 2.2, MT stabilizer cytotoxicity % 5.4 and Autophagy mod cell loss 18 h -0.1.
CNCCOc1ccc(Cl)c(Cl)c1 was read as Dynein transport 1.25, MT stabilizer 1.7, ER stress rescue -0.6%, bCat nuc transl -0.2, T cell HTS inactive, Autophagy mod inactive, Hep lipid drop -4.4, Salmonella PhoP GFP 4.9%, Dynein transport cytoplasmic EGFP -0.242, Dynein transport nuclear GR-EGFP 0.383, Dynein transport cell count 0.323, Hep lipid drop cells 6.5 µM 696, bCat nuc transl cell count 5 µM 1017, T cell HTS vesicle-bound % 32.0, MT stabilizer Hoechst-high % 0.7, MT stabilizer cytotoxicity % 8.6 and Autophagy mod cell loss 18 h 4.8.
For CN(Cc1cccs1)C(=O)Cc1csc(-c2ccccc2)n1 the results were Dynein transport 0.78, MT stabilizer 3.3, ER stress rescue -0.1%, bCat nuc transl -1.0, T cell HTS inactive, Autophagy mod inactive, Insulin prom up 0.2, Hep lipid drop -8.9, Salmonella PhoP GFP 4.0%, Dynein transport cytoplasmic EGFP -0.203, Dynein transport nuclear GR-EGFP 0.0636, Dynein transport cell count 0.099, Insulin prom up cell count 1252, Hep lipid drop cells 6.5 µM 735, bCat nuc transl cell count 5 µM 1089, T cell HTS vesicle-bound % 31.4, MT stabilizer Hoechst-high % 0.7, MT stabilizer cytotoxicity % 5.3 and Autophagy mod cell loss 18 h 1.5.
Oc1ccc(N=Nc2n[nH]c(-c3ccc(Cl)cc3)n2)cc1 was read as Dynein transport -0.809, MT stabilizer 2.8, ER stress rescue -2.5%, bCat nuc transl 0.5, T cell HTS inactive, Autophagy mod inactive, Insulin prom up 0.15, Salmonella PhoP GFP -10.0%, Dynein transport cytoplasmic EGFP 0.0039, Dynein transport nuclear GR-EGFP 0.309, Dynein transport cell count 0.377, Insulin prom up cell count 1328, bCat nuc transl cell count 5 µM 1489, T cell HTS vesicle-bound % 18.0, MT stabilizer Hoechst-high % 2.3, MT stabilizer cytotoxicity % 2.4 and Autophagy mod cell loss 18 h 23.4.
For Cc1nn(C)c(Cl)c1C(N)=O the results were Dynein transport -0.0107, MT stabilizer 1.7, ER stress rescue -0.7%, bCat nuc transl -0.7, T cell HTS inactive, Autophagy mod inactive, Insulin prom up 0.13, Hep lipid drop -6.2, Salmonella PhoP GFP -0.8%, Dynein transport cytoplasmic EGFP -0.253, Dynein transport nuclear GR-EGFP 0.137, Dynein transport cell count -0.0722, Insulin prom up cell count 1692, Hep lipid drop cells 6.5 µM 686, bCat nuc transl cell count 5 µM 1004, T cell HTS vesicle-bound % 28.3, MT stabilizer Hoechst-high % 1.5, MT stabilizer cytotoxicity % 8.7 and Autophagy mod cell loss 18 h -8.8.
CN(C)/C=C/C(=O)/C=C/c1cn(-c2ncc(C(F)(F)F)cc2Cl)c2ccccc12 was read as Dynein transport 1.23, MT stabilizer 3.1, ER stress rescue -2.5%, bCat nuc transl 3.2, T cell HTS inactive, Autophagy mod inactive, Insulin prom up 0.1, Hep lipid drop -0.5, Salmonella PhoP GFP -5.8%, Dynein transport cytoplasmic EGFP 0.0135, Dynein transport nuclear GR-EGFP -0.0545, Dynein transport cell count -1.1, Insulin prom up cell count 1751, Hep lipid drop cells 6.5 µM 630, bCat nuc transl cell count 5 µM 1059, T cell HTS vesicle-bound % 27.6, MT stabilizer Hoechst-high % 1.0, MT stabilizer cytotoxicity % 1.6 and Autophagy mod cell loss 18 h 5.3.
Screening Cc1cc(NC(=O)c2ccc(Cl)c(S(=O)(=O)N3CCOCC3)c2)no1 returned Dynein transport -0.0323, MT stabilizer 4.6, ER stress rescue -1.8%, bCat nuc transl -6.8, T cell HTS inactive, Autophagy mod inactive, Insulin prom up 0.43, Hep lipid drop 3.2, Salmonella PhoP GFP -2.8%, Dynein transport cytoplasmic EGFP -0.313, Dynein transport nuclear GR-EGFP 0.63, Dynein transport cell count 0.416, Insulin prom up cell count 1564, Hep lipid drop cells 6.5 µM 693, bCat nuc transl cell count 5 µM 988, T cell HTS vesicle-bound % 28.0, MT stabilizer Hoechst-high % 2.9, MT stabilizer cytotoxicity % 4.7 and Autophagy mod cell loss 18 h 6.8.
Screening COc1ccc(NC(=S)N(CCN(C)C)C(C)c2ccco2)cc1 (stereo unspecified) returned Dynein transport -0.0443, MT stabilizer 3.0, ER stress rescue 0.6%, bCat nuc transl -1.1, T cell HTS inactive, Autophagy mod inactive, Insulin prom up 0.07, Hep lipid drop 4.5, Salmonella PhoP GFP -10.8%, Dynein transport cytoplasmic EGFP -0.155, Dynein transport nuclear GR-EGFP 0.0902, Dynein transport cell count 0.485, Insulin prom up cell count 1475, Hep lipid drop cells 6.5 µM 654, bCat nuc transl cell count 5 µM 1117, T cell HTS vesicle-bound % 32.0, MT stabilizer Hoechst-high % 2.4, MT stabilizer cytotoxicity % 2.5 and Autophagy mod cell loss 18 h 1.1.
Screening Cn1ncc2c(c(SCc3ccc(Cl)cc3Cl)nn2C)c1=O returned Dynein transport -0.193, bCat nuc transl -0.3, T cell HTS inactive, Insulin prom up -0.51, Hep lipid drop 5.0, Salmonella PhoP GFP -3.2%, Dynein transport cytoplasmic EGFP -0.236, Dynein transport nuclear GR-EGFP -0.0604, Dynein transport cell count 0.326, Insulin prom up cell count 1086, Hep lipid drop cells 6.5 µM 728, bCat nuc transl cell count 5 µM 1337 and T cell HTS vesicle-bound % 37.9.
`O=S(=O)(CCc1ccccc1)/N=C/c1cccs1` gave Dynein transport -0.256, MT stabilizer 1.8, ER stress rescue 1.9%, bCat nuc transl -6.6, T cell HTS inactive, Autophagy mod inactive, Insulin prom up -0.26, Salmonella PhoP GFP 5.2%, Dynein transport cytoplasmic EGFP -0.28, Dynein transport nuclear GR-EGFP 0.518, Dynein transport cell count 0.509, Insulin prom up cell count 1167, bCat nuc transl cell count 5 µM 1021, T cell HTS vesicle-bound % 45.1, MT stabilizer Hoechst-high % 1.9, MT stabilizer cytotoxicity % 3.4 and Autophagy mod cell loss 18 h 8.1.
O=c1c2ccccc2c(/C=N/NS(=O)(=O)c2ccccc2)c(O)n1-c1ccccn1 was read as Dynein transport 0.989, MT stabilizer 3.1, ER stress rescue -1.1%, bCat nuc transl 0.8, T cell HTS inactive, Autophagy mod inactive, Insulin prom up -0.45, Hep lipid drop 5.9, Salmonella PhoP GFP 1.9%, Dynein transport cytoplasmic EGFP -0.19, Dynein transport nuclear GR-EGFP 0.153, Dynein transport cell count -0.327, Insulin prom up cell count 1171, Hep lipid drop cells 6.5 µM 696, bCat nuc transl cell count 5 µM 1080, T cell HTS vesicle-bound % 52.5, MT stabilizer Hoechst-high % 1.3, MT stabilizer cytotoxicity % 0.1 and Autophagy mod cell loss 18 h 0.8.
Screening CCN(CC)S(=O)(=O)c1ccc(O)c(C(=O)OCC(=O)Nc2cc(C)c(C)cc2[N+](=O)[O-])c1 returned Dynein transport 0.729, MT stabilizer 2.7, ER stress rescue -0.4%, bCat nuc transl -1.7, T cell HTS inactive, Autophagy mod inactive, Insulin prom up 0.41, Hep lipid drop 1.5, Salmonella PhoP GFP -1.9%, Dynein transport cytoplasmic EGFP -0.0403, Dynein transport nuclear GR-EGFP 1.33, Dynein transport cell count -2.25, Insulin prom up cell count 1240, Hep lipid drop cells 6.5 µM 739, bCat nuc transl cell count 5 µM 1071, T cell HTS vesicle-bound % 29.6, MT stabilizer Hoechst-high % 2.3, MT stabilizer cytotoxicity % 1.2 and Autophagy mod cell loss 18 h 11.3.
`O=C(Cn1cnc2c(cnn2-c2ccc(F)cc2)c1=O)OCc1ccccc1` gave Dynein transport -0.728, MT stabilizer 2.3, ER stress rescue 0.0%, T cell HTS inactive, Autophagy mod inactive, Insulin prom up 1.62, Hep lipid drop 9.2, Salmonella PhoP GFP -8.7%, Dynein transport cytoplasmic EGFP -0.183, Dynein transport nuclear GR-EGFP -0.118, Dynein transport cell count 1.12, Insulin prom up cell count 933, Hep lipid drop cells 6.5 µM 742, T cell HTS vesicle-bound % 41.8, MT stabilizer Hoechst-high % 1.9, MT stabilizer cytotoxicity % 12.9 and Autophagy mod cell loss 18 h 0.8.
